Source: PubChem
14-3-3g Raf = modulators of human 14-3-3 gamma - Raf peptide interaction. FP, 14-3-3gamma / TMR-pS259-Raf peptide binding. inhibition, % at 40 µM. hit rate 0.19% among 160,000. AID 422; in the data active = inhibition above about 30%;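 note: 0% = protein plus tracer without compound and 100% = blank with tracer alone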
Target sequence (P61981 whole entry, looked up): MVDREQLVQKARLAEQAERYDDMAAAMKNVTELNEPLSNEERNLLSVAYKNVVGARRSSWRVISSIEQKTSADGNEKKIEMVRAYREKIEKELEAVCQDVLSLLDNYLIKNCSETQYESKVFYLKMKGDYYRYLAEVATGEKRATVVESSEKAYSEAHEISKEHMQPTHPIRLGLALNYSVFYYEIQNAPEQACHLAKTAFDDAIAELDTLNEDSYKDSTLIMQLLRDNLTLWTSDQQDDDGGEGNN
Active calls of the source: *; & = joins results of further samples.

SMILES	14-3-3g Raf
CCC(C)Cn1c(C)nc2ccccc21 (stereo not drawn)	-0.9
Nc1c(N2CCOCC2)cc(Cl)c2nonc12	-3.7
CC(C)c1c(O)nc(SCC(=O)Nc2nc3ccccc3s2)[nH]c1=O	-13.7
Cc1cc(C)cc(NC(=O)C2CCCN(S(=O)(=O)c3cnc[nH]3)C2)c1 (stereo not drawn)	0.7
CCOC(=O)N1CCC(NC(=O)CS(=O)(=O)Cc2nc(-c3ccccc3C)oc2C)CC1	-9.0
CCOC(=O)C1C(=O)Oc2ccc3ccccc3c2C1C1CCOC1=O (stereo not drawn)	0.6
COc1ccccc1N1CCN(C2CCN(Cc3c[nH]c4ccccc34)CC2)CC1	-7.7
O=C1c2ccccc2-c2onc3c(N4CCCCC4)cc(Nc4ccccc4)c1c23	-150.9
CCOc1ccc2nc(SC3CC(=O)N(c4ccccc4C)C3=O)sc2c1 (stereo not drawn)	-7.6
c1ccc2c(c1)OCC(c1csc3ncnc(N4CCOCC4)c13)O2 (stereo not drawn)	-1.6&-7.6
O=C(NCc1cccnc1)C1CCN(S(=O)(=O)N2CCOCC2)CC1	3.8
CC(C)N(Cc1nc2ccccc2[nH]1)C(C)C	5.3
Cc1ccc(CSc2oc(-c3ccco3)nc2S(=O)(=O)c2ccc(Br)cc2)cc1	-54.1
Cc1ccc2nc(-c3ccc(C)c(NC(=O)c4ccc5c(c4)OCCO5)c3)oc2c1	-30.4
CCOC(=O)NCCc1ccc(OC)cc1	-21.0
CCOC(=O)c1oc2ccccc2c1NC(=O)Cc1cccs1	-9.9
OCCNc1nc2ccccc2[nH]1	-1.8
Cc1ccc(NC(=O)c2cc3n(n2)C(C(F)(F)F)CC(c2ccc(Br)cc2)N3)cc1 (stereo not drawn)	-8.7
COc1cc(-c2nnc(COc3ccc4ccccc4c3)o2)cc(OC)c1OC	-3.0
c1ccc(-c2noc(CN3CCN(C(c4ccccc4)c4ccccc4)CC3)n2)cc1	-6.5
COc1ccccc1C1/C(=C(\O)c2ccc(Cl)cc2)C(=O)C(=O)N1CCC(=O)O (stereo not drawn)	-11.8
O=C(c1ccc2c(c1)N(Cc1ccc(F)cc1)C(=O)CS2)N1CCOCC1	2.4&-3.5
Cc1ccc(NC(=O)CC2Oc3ccc(C)cc3NC2=O)cc1 (stereo not drawn)	-1.3
COC(=O)C1=C(C(=O)OC)SC2(S1)C(C(=O)OC)=C(C(=O)OC)SC1=C2c2cc(C)ccc2N(C(=O)C(F)(F)F)C1(C)C	-5.6
Cc1sc2nc(SCCC(C)C)n(-c3ccccc3)c(=O)c2c1C	0.7
Cc1noc(/C=C/N(C)C)c1S(=O)(=O)N1CCCC(C(=O)NC2CCCCC2)C1 (stereo not drawn)	-2.9
Cc1ccc(-n2nc3c(c2NC(=O)c2ccc(S(=O)(=O)N4CCCC4)cc2)CS(=O)(=O)C3)c(C)c1	-3.4
O=C(CN1C(=O)COc2ccccc21)N1CCN(Cc2ccccc2)CC1	-8.4
COc1ccc(N=Cc2c(O)[nH]c3ccccc23)cc1OC	-6.0
COC(=O)CN(c1nc(C)cc(OC)n1)S(=O)(=O)c1ccccc1	-10.7&2.6
CCOP(=O)(c1c(F)c(F)c(F)c(F)c1F)C1(O)CCCCC1 (stereo not drawn)	-2.9
O=C(Nc1cc(C(F)(F)F)ccc1Cl)c1ccc(F)c([N+](=O)[O-])c1	-2.3
Cc1cc(S(=O)(=O)N(Cc2ccccc2)Cc2ccc(N(C)C)cc2)ccc1-n1cnnn1	-11.4
CSc1nc2c(c(=O)[nH]1)C(c1ccc(C)cc1)C1=C(CC(C)(C)CC1=O)N2 (stereo not drawn)	0.3
COc1ccccc1N1CCN(C(=O)c2ccc(S(=O)(=O)c3ccc(C)cc3)c(NC(C)=O)c2)CC1	-13.7
COc1cccc(-c2nnc(SCC(N)=O)n2-c2ccccc2)c1	-5.3
CCOC(=O)Nc1ccccc1C(=O)N1CCOCC1	0.5
CC(=O)Nc1cc(C(=O)N2CC=C(c3ccccc3)CC2)ccc1Sc1ccc(Cl)cc1	-2.6
COc1cc2c(cc1OC)C(C(=O)N1CCC(N3CCCCC3)CC1)C(c1ccccc1F)N(C)C2=O (stereo not drawn)	-2.3
Cc1cc(C)cc(N(CC(=O)N2CCC(C)CC2)S(C)(=O)=O)c1	6.7

A different layout for part of the listing above:
14-3-3g Raf,SMILES
-3.4,Cc1ccc(-n2nc3c(c2NC(=O)c2ccc(S(=O)(=O)N4CCCC4)cc2)CS(=O)(=O)C3)c(C)c1
-8.4,O=C(CN1C(=O)COc2ccccc21)N1CCN(Cc2ccccc2)CC1
-6.0,COc1ccc(N=Cc2c(O)[nH]c3ccccc23)cc1OC
-10.7&2.6,COC(=O)CN(c1nc(C)cc(OC)n1)S(=O)(=O)c1ccccc1

Remaining list, next part.
SMILES	14-3-3g Raf
COc1ccc(S(=O)(=O)c2cc(NS(=O)(=O)c3ccc(Cl)cc3)c(C)c(C)c2O)cc1	8.9
CCN(CC)C(=S)Oc1ccc(-c2ccccc2)cc1	-6.6
COc1ccc(N(CC(=O)NC(C)(C)C)C(=O)c2ccco2)cc1	4.8
N#CCCS(=O)(=O)c1ccc(Br)cc1	0.9
Cc1ccc([N+](=O)[O-])cc1N1C(=O)c2cccc(F)c2C1=O	4.1
CCOc1cc2c(cc1OCC)C1C(C(=O)Nc3cccc(SC)c3)c3ccccc3C(=O)N1CC2 (stereo not drawn)	-3.7
Cc1ccc(OCCn2c(-c3ccc(Cl)cc3)nc3ccccc3c2=O)c(C)c1	-12.3
COc1ccccc1C(=O)NCCSc1c[nH]c2ccccc12	-4.5
CC(C)NC(=O)N1CCOCCOCCN(C(=O)NC(C)C)CCOCCOCC1	4.2
CC(C1CC1)N(C(=O)c1ccc(F)cc1)c1ccccc1 (stereo not drawn)	-4.3
CCOC(=O)c1c(C)oc2ccc(NS(=O)(=O)c3ccc(Cl)c(C)c3)cc12	-13.0
COc1ccccc1C1CN(c2ccccc2)C(c2ccccc2)=N1 (stereo not drawn)	-1.5
COc1ccc(-n2c3c(cc(C(=O)N4CCCCC4)c2=O)C(=O)CC(C)(C)C3)cc1	-5.3
Cc1ccc(C(=O)Nc2c3c(nn2C(C)(C)C)CS(=O)(=O)C3)cc1[N+](=O)[O-]	-3.4
Cc1cc(C)n(-c2cccc3cccnc23)n1	-1.6
O=C(c1ccc(COc2ccc(Cl)cc2)o1)N1CCN(Cc2ccc3c(c2)OCO3)CC1	10.2
O=C(NCCN1CCCCCC1)c1cnn2c(C(F)(F)F)cc(-c3ccccc3)nc12	-2.6
CCOC(=O)c1cccc(Nc2cc(N3CCCCC3)c3noc4c3c2C(=O)c2ccccc2-4)c1	-240.0
C=CCn1c(NC(=O)c2ccccc2)c(C#N)c2nc3ccccc3nc21	-19.6
COc1ccc(-c2[nH]c(C3CCCCC3)nc2-c2ccccc2)cc1	-23.5
Cc1cccc(N2C(=O)N(c3ccccc3C)C3CS(=O)(=O)CC32)c1 (stereo not drawn)	-7.0
Cc1cccn2c(=O)c3cc(C(=O)Nc4ccc(Br)cc4)sc3nc12	-4.9
Clc1ccc2nc(-c3ccccc3)c(Nc3ccc4c(c3)OCCO4)n2c1	-9.5
CC1(C)CC2(CCCN3C(=O)CSC32)CCS1 (stereo not drawn)	-2.5
CC(=O)c1c(C)nc(-c2ccc(Cl)cc2)nc1N=CN(C)C	-12.9
O=C(NCCc1ccc(Cl)cc1)c1cccc(-n2c(=S)[nH]c3cc(Cl)ccc3c2=O)c1	-7.8
CCc1cc(C)cc(OCCNC(=O)c2nonc2N)c1	-3.1
OCc1nnn(-c2cccc(C(F)(F)F)c2)c1CO	-3.5
COc1ccc2oc(=O)c(C(=O)c3ccccc3)cc2c1	-4.5
CC(C)CC1(C(=O)O)NC(c2ccc([N+](=O)[O-])cc2)C2C(=O)N(c3ccc(F)cc3)C(=O)C21 (stereo not drawn)	-46.3
CCOC(=O)c1cnc2ccc(Cl)cc2c1Nc1ccccc1OC	-3.0
CC1=C(C(=O)Nc2cccc(C(F)(F)F)c2)C(c2cccs2)C2=C(CC(c3ccccc3)CC2=O)N1 (stereo not drawn)	1.6
CC(=O)c1ccc(N2CCN(S(=O)(=O)c3ccc4c(c3)c(=O)n(C)c(=O)n4C)CC2)cc1	-1.0
O=C(CSc1ccc(C(F)(F)F)cc1[N+](=O)[O-])Nc1ccccc1Cl	1.1
O=C(C1CCC(Cn2c(=S)[nH]c3ccccc3c2=O)CC1)N1CCCCC1 (stereo not drawn)	0.6
O=C1CN(C(=O)c2ccccc2C(F)(F)F)C(c2ccccc2)c2cc(F)ccc2N1 (stereo not drawn)	-2.3
c1coc(-c2nnc(-c3ccc4c(c3)OCO4)o2)c1	-7.3
COc1ccc2nc(C)cc(Nc3ccc(F)cc3)c2c1	-66.4
CCOC(=O)C1=C(CC)NC2=C(C(=O)CCC2)C1c1ccccc1OCc1ccccc1 (stereo not drawn)	-6.4
CCSc1nnc2c(n1)OC(c1ccc(O)cc1)Nc1ccccc1-2 (stereo not drawn)	-13.2
Cn1c(=O)[nH]c(=O)c2c1nc(CN1CCOCC1)n2CCc1ccccc1	-5.1
COC(=O)c1ccccc1NC(=O)C1CCN(S(=O)(=O)c2cc(OC)ccc2OC)CC1	-0.9
O=C(NCCCN1CCOCC1)c1ccc2c(c1)ncn2C1CCCC1	-6.7
CC(=O)OC1CCC2(C)C(=CCC3C2CCC2(C)C3CCC2C2(C)CCC(=O)O2)C1 (stereo not drawn)	-8.7
CCc1cccc(NC(=O)Cn2ncn3c(cc4ccccc43)c2=O)c1	-6.7
O=S(=O)(Nc1cccnc1)c1ccc2c(c1)OCCO2	0.6
Cn1nnnc1SCCNC/C=C/c1ccccc1	-6.9
CCOC(=O)c1[nH]c(=O)[nH]c1CSc1ccccn1	-1.5&-4.5
CC1CN(C(=O)C2CCCN2S(=O)(=O)c2ccc(Cl)cc2)CC(C)O1 (stereo not drawn)	-4.6
Cc1ccc(S(=O)(=O)n2nc(-c3cccnc3)nc2N)cc1	-0.9
CCOC(=O)c1sc2nc(C)nc(N(C)C3CCCCC3)c2c1C	3.8
COc1ccccc1C1SCCN1S(=O)(=O)c1ccc(Cl)cc1 (stereo not drawn)	1.9
CC1=C(C(=O)Nc2ccccc2C)C(c2ccc(Br)cc2)NC(=O)N1 (stereo not drawn)	-0.1
CC(=O)C1=C(c2ccccc2)SC(=C2C(=S)C(C)(C)N(C(C)=O)c3ccc(C)cc32)S1	-7.2
O=C(O)c1ccccc1-c1nc2ccccc2c(=O)[nH]1	-2.3
CCOc1cc(C2C(C(=O)OC3CCCC3)=C(C)NC3=C2C(=O)CC(c2cccs2)C3)ccc1O (stereo not drawn)	2.6
N/C(=N\c1nc2ccccc2o1)NC(=O)c1sc2ccccc2c1Cl	-35.7
CCOC(=O)N1CCC(n2c(=S)[nH]c3cc(OCC)c(OCC)cc3c2=O)CC1	-8.9
CCOC(=O)c1c(CN2CCN(CCO)CC2)n(C)c2cc(Br)c(OC)cc12	-1.1
Cc1c(C(=O)Nc2ccc3c(c2)OCCO3)sc2nc(-c3ccccc3)cn12	-0.7

An excerpt from above in order of the 14-3-3g Raf value, low to high:
SMILES	14-3-3g Raf
O=C1c2ccccc2-c2onc3c(N4CCCCC4)cc(Nc4ccccc4)c1c23	-150.9
COc1ccc2nc(C)cc(Nc3ccc(F)cc3)c2c1	-66.4
CC(C)c1c(O)nc(SCC(=O)Nc2nc3ccccc3s2)[nH]c1=O	-13.7
CCOC(=O)c1c(C)oc2ccc(NS(=O)(=O)c3ccc(Cl)c(C)c3)cc12	-13.0
Cn1nnnc1SCCNC/C=C/c1ccccc1	-6.9
COc1ccc2oc(=O)c(C(=O)c3ccccc3)cc2c1	-4.5
CCOP(=O)(c1c(F)c(F)c(F)c(F)c1F)C1(O)CCCCC1 (stereo not drawn)	-2.9

Further compounds follow:
SMILES	14-3-3g Raf
CCOC(=O)C1=C(c2ccccc2)N(C)C(=O)NC1c1ccccc1OC (stereo not drawn)	-2.5
Cc1ccc(C23CC4CC(CC(C(=O)Nc5ccc([N+](=O)[O-])cc5)(C4)C2)C3)cc1	-1.2
CCOc1ccc(NC(=O)c2cc(-c3ccccc3)nc3ccc(C)cc23)cc1	-23.6
O=C(CCS(=O)(=O)c1ccc(Br)cc1)N1CCN(c2ccc([N+](=O)[O-])cc2)CC1	2.0
CC1CCC(NC(=O)Cn2c(=O)[nH]c3ccsc3c2=O)CC1 (stereo not drawn)	-6.5
O=C(N1CCOCC1)N1CCN(c2nc(-c3ccc(F)cc3)cs2)CC1	-1.1
CC(=O)Nc1cccc(NC(=O)c2ccccc2)c1	-3.4
CC(C)CCn1c(Sc2nc3ccccc3s2)nc2c1c(=O)[nH]c(=O)n2C	-9.1
Cn1c(=O)c(C(=O)CSc2nncs2)c(N)n(Cc2ccccc2)c1=O	-5.7
COC(=O)C1=C(N)N(c2ccccc2C(F)(F)F)C2=C(C(=O)CCC2)C1c1ccc2c(c1)OCO2 (stereo not drawn)	3.1
CC1(C(=O)n2nnc3ccccc32)CC1(Cl)Cl (stereo not drawn)	0.4
CC1(C)CC(C(CC(=O)O)c2ccccc2)CCO1 (stereo not drawn)	-2.5
O=C(c1ccc([N+](=O)[O-])cc1)c1c[nH]c2ccccc2c1=O	-8.0
COc1ccc(-c2cn3c4c(=O)n(C)c(=O)n(C)c4nc3n2Cc2ccco2)cc1	-3.7
Cc1c(Cl)cccc1NC(=O)c1cccnc1Cl	-18.4
O=C1N2c3ccccc3Sc3cccc(c32)C1(O)C(F)(F)F (stereo not drawn)	3.7
COc1ccccc1N1C(=O)CCC1(C#N)c1ccccc1 (stereo not drawn)	-4.9
CC1=C(C(=O)OC2CCCC2)C(c2cc3c(cc2Cl)OCO3)C2=C(CC(c3ccccc3)CC2=O)N1 (stereo not drawn)	4.8
COC(=O)c1ccc(C2C(C#N)=C(N)Oc3cc(C)n(C)c(=O)c32)cc1 (stereo not drawn)	-3.5
COc1cc(CN2CC(=O)N(c3ccc(Oc4ccccc4)cc3)C2=S)cc(OC)c1OC	-2.9
COCCOC(=O)C1=C(C)NC(=O)CC1c1cc([N+](=O)[O-])ccc1Cl (stereo not drawn)	1.4
Cc1cc(C(=O)NCCCN=C2NS(=O)(=O)c3ccccc32)c2ccccc2n1	-5.5
O=C1c2[nH]nc(-c3ccc(F)cc3)c2C(c2ccccc2F)N1c1ccccc1 (stereo not drawn)	3.2
COc1ccc(CNC(=O)C(NS(=O)(=O)c2cccs2)C(C)C)cc1 (stereo not drawn)	1.3

This is a subset; rates above refer to the full screens.
